Screening results as filed in PubChem BioAssay.
IL-2 act = activators of IL-2; IL-2 activation reporter assay, cell-based qHTS; stimulated with anti-CD3/CD4/CD28 beads; in transgenic mouse T cells; activation, % (series mostly up to about 46 µM); hit rate 0.065% among 360,000; in the data active = activation above about 50%; inconclusive = mostly about 30% to 49%; note: 0% is about no effect
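Readout is EGFP and DsRed signal by fluorescent plate cytometry after 18 h at 37 degrees C. Transgenic mouse T cells (750/well) received compound for 60 min before bead stimulation (anti-CD3, anti-CD4, anti-CD28); memory T cells served as non-tolerant control.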
PLK1 PBD inh = inhibitors of human PLK1 polo-box domain binding; Potency, µM, inactives show max response, negative = inhibition, hits mostly inhibitors; AID 720504; Plk1 PBD binding of FITC phosphopeptide, fluorescence polarization; hit rate 2.8% among 360,000; P53350; note: potency is the fitted concentration of half-maximal effect; series mostly up to about 57 µM; % is set by controls: 0 for no effect and ±100 for the full control effect; nearly all actives have a fitted effect of over 65% in size
Target sequence (P53350 whole entry, looked up, the tested form may be a part): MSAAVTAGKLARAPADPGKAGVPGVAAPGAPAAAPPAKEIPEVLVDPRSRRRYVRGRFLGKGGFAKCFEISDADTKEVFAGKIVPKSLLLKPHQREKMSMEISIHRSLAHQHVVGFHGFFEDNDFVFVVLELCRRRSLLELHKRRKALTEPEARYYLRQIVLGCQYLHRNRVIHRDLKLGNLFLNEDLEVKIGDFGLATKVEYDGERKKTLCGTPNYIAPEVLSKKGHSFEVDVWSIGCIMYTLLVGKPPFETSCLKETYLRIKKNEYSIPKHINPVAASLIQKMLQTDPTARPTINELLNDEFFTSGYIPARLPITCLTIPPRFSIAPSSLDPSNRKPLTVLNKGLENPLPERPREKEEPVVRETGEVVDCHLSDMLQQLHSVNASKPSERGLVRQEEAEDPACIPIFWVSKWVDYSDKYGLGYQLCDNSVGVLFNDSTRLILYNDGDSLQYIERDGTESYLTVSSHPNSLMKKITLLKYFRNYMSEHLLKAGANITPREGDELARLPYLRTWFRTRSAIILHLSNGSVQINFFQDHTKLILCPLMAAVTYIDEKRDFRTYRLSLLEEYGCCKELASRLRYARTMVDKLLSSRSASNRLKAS
EPAC1 ag = agonists of human EPAC1 | O95398 | EPAC1 agonist qHTS, biochemical assay; response scale: 100% = response to 6.5 mM cAMP | Potency, µM (titrated, usually from 154 µM), inactives show at the highest dose activation, usual class: activators | hit rate 0.073% among 360,000; note: potency is the fitted concentration of half-maximal effect; nearly all actives have a fitted effect of over 60% in size
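Fluorescent GDP-exchange assay: 100 nM EPAC1 with 250 nM Rap1B preloaded with BODIPY-GDP and 50 uM GDP; compounds tested as concentration series, 5 min at room temperature, then read every 5 min for 30 min (ex 480/em 540 nm); normalized to 6.5 mM cAMP.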
PTHR1 ag = activates the human parathyroid hormone receptor PTHR1; AID 743266; hit rate 0.075% among 410,000; Potency, µM (highest dose often 115 µM), without a hit: top-dose activation, hits mostly activators; HEK293 GP2 PTHR1 cells, GloSensor cAMP luminescence, 1 h; note: potency is the fitted concentration of half-maximal effect; nearly all actives have a fitted effect of over 55% in size; some results filed as inactive show a strong effect at the top dose; inactives centre near -15; many of its hits are not listed in these tables
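HEK-293-derived GP2 cells expressing PTHR1 and a GloSensor cAMP reporter, 3,000/well, plated overnight, given luciferin plus IBMX (each 0.5 mM as added) for 1 h at 37 °C, then compound for 1 h at 37 °C. Luminescence was read after 15 min at room temperature.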
EPAC1 antag = EPAC1 (human) antagonism | Potency, µM (top dose mostly 115 µM), for inactives: at the top dose activity change, negative = inhibition, hits mostly inhibitors | O95398 | hit rate 0.14% among 360,000 | EPAC1 GEF assay, Rap1b-BODIPY-GDP exchange fluorescence;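 note: potency is the fitted concentration of half-maximal effect; plate controls were vehicle for no effect and positive control for full effect; nearly all actives have a fitted effect of over 50% in size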
GLP1R ag = GLP-1 receptor (human) agonism. hit rate 0.007% among 380,000. HEK293 GLP-1R CRE-luciferase, luminescence, 4-6 h; cells express a hypersensitive GLP-1R form. P43220. AID 624172. Potency, µM (titrated, usually from 45.6 µM), for the others: at the top dose activation, usual class: activators; note: potency is the fitted concentration of half-maximal effect; % of control where 0% means no effect
PI5P4K alpha inh = PI5P4K alpha (human) kinase inhibition | P48426 | PI5P4Kalpha enzyme, ADP-Glo luminescence, 60 min; hits give low values | max response, % | hit rate 1.2% among 330,000 | AID 652105; active = max response of -50% or lower; inconclusive = between -30% and -50%; inactive = -30% or higher; note: value at the top dose of about 77 µM; % is set by controls: 0 for no effect and ±100 for the full control effect
Target sequence (P48426 whole entry, looked up): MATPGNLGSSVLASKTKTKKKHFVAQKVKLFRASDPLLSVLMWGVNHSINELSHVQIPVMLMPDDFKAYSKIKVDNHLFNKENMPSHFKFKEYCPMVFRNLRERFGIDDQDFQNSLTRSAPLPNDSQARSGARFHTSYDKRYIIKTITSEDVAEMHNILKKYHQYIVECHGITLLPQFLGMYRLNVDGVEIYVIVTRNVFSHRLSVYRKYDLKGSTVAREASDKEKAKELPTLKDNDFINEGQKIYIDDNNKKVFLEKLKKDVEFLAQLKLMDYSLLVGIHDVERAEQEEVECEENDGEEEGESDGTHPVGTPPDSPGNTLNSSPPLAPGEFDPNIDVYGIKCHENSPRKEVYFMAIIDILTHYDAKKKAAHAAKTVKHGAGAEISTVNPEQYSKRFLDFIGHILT
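Single end-point luminescence (ADP-Glo) quantified ADP from PI5P4Kalpha turnover; ATP 5 microM final, 1 h at RT, 0.1% CHAPS and 0.28 mM EGTA in HEPES pH 7.4.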
HEK293 tox = cytotoxicity counter-screen for GLP-1 receptor inverse agonists | Potency, µM (highest dose often 38.3 µM), inactives show top-dose activity change, negative = inhibition, usual class: inhibitors | hit rate 0.13% among 410,000 | HEK293 cAMP-luciferase reporter cells, luminescence, 24 h;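 note: loss of luciferase light is scored as toxicity; potency is the fitted concentration of half-maximal effect; % is set by controls: 0 for no effect and ±100 for the full control effect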
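Here, cytotoxicity is scored as loss of luminescence. The MLSMR collection was tested on cells seeded in medium containing 10% Nu serum, with a 24 hr compound exposure preceded by 12 hours of culture.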
GLP-1R inv ag = acts as inverse agonist at human GLP-1 receptor; P43220; HEK293 GLP-1R CRE-luciferase, luminescence, 24 h; GLP-1R form is constitutively active; Potency, µM (highest dose often 38.3 µM), inactives show at the highest dose activity change, negative = inhibition, most hits filed as inhibitors; hit rate 1.6% among 410,000; AID 624417; note: potency is the fitted concentration of half-maximal effect; % is set by controls: 0 for no effect and ±100 for the full control effect; nearly all actives have a fitted effect of over 55% in size
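Luminescence readout: a drop in cAMP-driven luciferase signal flags inverse agonism at a constitutively active GLP-1R stably expressed in HEK293. Compound exposure lasted 24 hr at 37 deg C, 5% CO2.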
Starred values were filed as active, the others as inactive; i = inactive; u = inconclusive; x = not tested or not shown; & = joins results of further samples; [ ] = another dose, or the depositor's remark. Unless noted, calls come from the whole dose curve; as a rule, active = well fitted curve in the direction sought with a large enough effect; inconclusive = small, poorly fitted or top-dose-only effect, or another doubt; inactive = no such curve, though single readings can be large; an effect the other way counts as inactive or inconclusive. A portion of the library. The share of hits here may be higher or lower than overall.

SMILES	IL-2 act	PLK1 PBD inh	EPAC1 ag	PTHR1 ag	EPAC1 antag	GLP1R ag	PI5P4K alpha inh	HEK293 tox	GLP-1R inv ag
O=S(=O)(c1cccc2nsnc12)N1CCN(Cc2ccccc2)CC1	-1.6	-4%	5%	-6%	u	8%	0	0%	-26%
COC(=O)c1ccc(NC(=O)Cn2nnc3ccccc32)cc1	-3.6	-7%	-2%	-40%[inhibitor]	9%	9%	-9	4%	-21%
CC(=O)C[C@H]1c2cc(C(F)(F)F)ccc2S(=O)(=O)N1Cc1ccccc1	-1.0	-2%	-14%	-28%	2%	10%	7	6%	-6%
Cc1ccc(Nc2nc3c([nH]2)c(=O)n(C)c(=O)n3C)cc1	2.0	-3%	-4%	i	-1%	-18%	x	14%	-6%
CCCc1nnc(NC(=O)C2CC(=O)N(CCc3ccc(F)cc3)C2)s1 (configuration not stated)	0.8	u	4%	i	-4%	10%	-25	-2%	-11%
O=C(CCN1CCCCCC1)Nc1ccc2c(c1)OCCO2	0.3	-12%	-1%	-22%	0%	0%	6	2%	5%
CN(C)CC/C=C1/c2cc(F)ccc2CSc2ccc(F)cc21	-3.8	-5%	-7%	i	5%	14%	1	5%	u
CCn1cc(/C=C(\NC(=O)c2ccc(C)cc2)C(=O)NCCN2CCOCC2)c2ccccc21	-0.7	27µM*	-6%	-4%	-1%	-5%	9	-1%	-3%
COc1cc(NC(=O)c2cccc(NC3=NC4CS(=O)(=O)CC4S3)c2)cc(OC)c1OC (configuration not stated)	1.7	-8%	7%	i	-12%	7%	3	2%	1%
Cc1nc(NC(=O)c2ccccc2O)sc1C	-1.8	1%	5%	-87%[inhibitor]	1%	-1%	-4	3%	31%[activator]
COc1ccc(NCc2nnc(SCC(=O)Nc3cc(C(F)(F)F)ccc3Cl)o2)cc1	-0.7	-18%	9%	-29%	0%	-4%	6	-11%	-4%
Cc1ccc(S(=O)(=O)c2c(N)n(C)c3nc4ccccc4nc23)cc1	-1.6	-2%	-6%	-8%	-29%	18%	2	46%[activator]	70%[activator]
Brc1ccc(CNc2ccc3ncccc3c2)cc1	-2.1	2%	-2%	-21%	-10%	5%	-2	-17%	-9%
Cc1ccccc1NCc1nnc2n1CCCCC2	-3.1	-11%	14%	-2%	-18%	7%	-6	-1%	3%
CC(C)CCNC(=O)c1onc(CSc2ccccc2)c1C(=O)NCCC(C)C	-2.1	-10%	-24%	-4%	-25%	7%	1	-14%	4µM*
Cc1ccc(S(=O)(=O)NCCNC(=O)CN2CCOCC2)cc1	-0.6	-7%	-6%	-13%	5%	4%	0	1%	3%
O=C(NC(c1ccccc1)c1ccccc1)N1CCOCC1	1.2	u	-6%	-4%	3%	5%	-3	1%	6%
COc1cc(/C=C/C(=O)CC(=O)/C=C/c2ccc(O)c(OC)c2)ccc1O	5.3	3%	-22%	-27%	-24%	-2%&-4%	u	u	-8%
CC/C(=N\NC(=O)C1CC1)c1cccc(Cl)c1	-2.0	-13%	2%	1%	-12%	6%	0	4%	4%
CCOC(=O)C(=CNc1nc(-c2ccccc2)c(C(=O)Nc2ccc(-c3ccccc3)cc2)s1)C(=O)OCC	-3.6	-13%	6%	i	-9%	5%	3	-5%	19%
CSc1c(CC(=O)NCCCO)n(Cc2ccccc2)c2ccccc12	-0.8	-16%	3%	46%	1%	3%	-1	3%	u
Cc1cc(C)n(-c2nc3c(c(=O)n(C)c(=O)n3C)n2Cc2cccc(Br)c2)n1	-0.7	-18%	0%	i	-26%	0%	5	-3%	3%
Brc1ccc2c(c1)-c1ccccc1C1=NCCN12	-2.6	0%	-3%	-5%	-18%	-12%	1	u	u
Cc1cc(=O)[nH]c(N2CCN(c3ccc(Cl)cc3)CC2)n1	-0.7	-14%	15%	i	0%	6%	1	1%	2%
COc1ccc(Br)cc1CNC(=O)C1CCN(c2nnc(N3CCCC3=O)s2)CC1	-0.3	0%	1%	-22%	-8%	2%	0	-9%	-21%
COc1ccc(CC(NC(C)=O)C(=O)NC2CCN(S(=O)(=O)c3ccc(NC(C)=O)cc3)CC2)cc1 (configuration not stated)	0.0	-4%	3%	2%	-28%	3%	-3	3%	-10%
Cc1ccc(-c2noc(CCC(=O)Nc3ccccc3C)n2)cc1	-2.3	-10%	0%	u	-7%	7%	x	-13%	-2%
CCC1CCCCN1C(=O)COC(=O)CSc1ccc(C(N)=O)cc1[N+](=O)[O-] (configuration not stated)	-0.9	-11%	4%	u	15%	1%	2	-2%	10%
CC(Oc1ccc(F)cc1)C(=O)Nc1ccccc1C(=O)NC1CC1 (configuration not stated)	-0.6	-4%	21%	i	-4%	17%	2	-10%	-47%
COc1ccc(CCNC2CCN(C)CC2)cc1OC	1.6	-5%	0%	i	13%	8%	1	-24%	-26%
CN(C)c1nc(SCC(=O)Nc2ccc(Cl)c(Cl)c2)nc(N2CCOCC2)n1	0.2	5%	11%	-15%	8%	16%	2	-5%	u
Cc1nnc(N2CCC(C(=O)NC3CCC(C)CC3)CC2)c2nn(-c3ccc(Cl)cc3)c(C)c12 (configuration not stated)	-0.4	2%	-17%	1%&-4%	-12%	-3%	-9	4%&-4%	-7%&12%
COC(=O)[C@H]1C[C@H](OC(=O)Nc2cccs2)[C@@]2(O)CN(S(=O)(=O)c3ccc(C)cc3)CC2[C@H]1C(=O)OC (some centres not stated)	-1.4	-14%	-14%	-19%	-3%	-3%	-12	-5%	-27%
CCOc1ccc2oc(C(=O)OCC(=O)N3C(C)CCCC3C)c(C)c2c1 (configuration not stated)	1.5	-1%	12%	-37%[inhibitor]	-8%	15%	7	-23%	u
COc1ccc(C(=O)N2CC(c3ccc(Cl)cc3)CC2=O)cc1 (configuration not stated)	0.5	-2%	-3%	-5%	15%	0%	-2	-3%	5%
Cc1ccc(NC(=S)Nc2cccc3ccccc23)cc1	0.7	u	-13%	0%	-20%	8%	0	u	u
CC(=O)c1cccc(OC(=O)C2=CC=CN3CCS(=O)(=O)N=C23)c1	-0.2	-9%	-80%[inhibitor]	i	u	6%	-1	0%	3%
CCOc1ccc(-c2nc(N)ncc2-c2ccccc2)c(O)c1	-0.9	-6%	10%	-25%	-22%	29%	-27	24%	u
Cc1c2cnn(CC(=O)NCc3ccccn3)c(=O)c2c(C)n1Cc1ccc(Cl)cc1	-2.7	-7%	0%	-8%	-13%	7%	-5	-3%	-24%
COc1ccccc1NC(=O)c1ccc(-n2cccn2)nc1	-0.4	-4%	0%	0%[57.5 µM]	-18%	0%	0	-5%	0%
C[C@H]1CCCCO[C@@H](CN(C)S(=O)(=O)c2ccc(Cl)cc2)[C@@H](C)CN([C@@H](C)CO)C(=O)c2cc(NS(=O)(=O)c3ccccc3)ccc2O1	-0.9	-1%	-3%	-15%	5%	2%	-6	-11%	-29%
COC(=O)c1cc(S(=O)(=O)NCC2CCN(Cc3ccccc3F)CC2)c[nH]1	0.0	-7%	13%	-10%	-7%	-1%	2	8%&-6%	-11%&0%
CC(=O)NS(=O)(=O)c1ccc(NC(=O)/C=C/c2ccccc2)cc1	-0.6	4%	1%	-40%[inhibitor]	4%	4%	-3	-27%	-4%
O=C(CN1C(=O)c2ccccc2S1(=O)=O)NCCSC1CCCCC1	9.2	-7%	8%	-15%	8%	5%	8	-6%	-1%
COc1ccccc1C(=O)NC(=O)COC(=O)CN1C(=O)NC2(CCCCC2C)C1=O (configuration not stated)	4.4	-10%	5%	i	15%	12%	-6	-11%	7%
CCn1c2ccc(F)cc2c2nc3ccccc3nc21	-0.2	-5%	-5%	i	7%	20%	13	28%	81%[activator]
Cc1ccc(N2C(=O)CS(=O)C(c3ccccc3)C2=O)cc1C (configuration not stated)	-0.9	1.5µM*	-15%	-16%	u	9%	-26	-13%[7.66 µM]	10%[7.66 µM]
COC(=O)CCCCC1SCC(NC(=O)c2ccccc2)C1=O (configuration not stated)	0.5	-11%	19%	-2%	5%	8%	1	5%	9%

One compound at a time, from the list above.
Profile of CCOc1ccc(-c2nc(N)ncc2-c2ccccc2)c(O)c1 → IL-2 act: -0.9; PLK1 PBD inh: -6%; EPAC1 ag: 10%; PTHR1 ag: -25%; EPAC1 antag: -22%; GLP1R ag: 29%; PI5P4K alpha inh: -27; HEK293 tox: 24%; GLP-1R inv ag: u
Profile of COC(=O)c1cc(S(=O)(=O)NCC2CCN(Cc3ccccc3F)CC2)c[nH]1 → IL-2 act: 0.0; PLK1 PBD inh: -7%; EPAC1 ag: 13%; PTHR1 ag: -10%; EPAC1 antag: -7%; GLP1R ag: -1%; PI5P4K alpha inh: 2; HEK293 tox: 8%&-6%; GLP-1R inv ag: -11%&0%
Profile of Cc1ccc(N2C(=O)CS(=O)C(c3ccccc3)C2=O)cc1C (configuration not stated) → IL-2 act: -0.9; PLK1 PBD inh: 1.5µM*; EPAC1 ag: -15%; PTHR1 ag: -16%; EPAC1 antag: u; GLP1R ag: 9%; PI5P4K alpha inh: -26; HEK293 tox: -13%[7.66 µM]; GLP-1R inv ag: 10%[7.66 µM]

Later entries:
SMILES	IL-2 act	PLK1 PBD inh	EPAC1 ag	PTHR1 ag	EPAC1 antag	GLP1R ag	PI5P4K alpha inh	HEK293 tox	GLP-1R inv ag
Cc1ccc(O)c(-c2cc(-c3ccccc3[N+](=O)[O-])[nH]n2)c1	-3.1	2%	20%	-14%	-19%	-1%	13	u	u
NC(=O)Cc1ccc(OCc2nn[nH]n2)cc1	-0.6	-3%	-2%	i	-1%	-4%	-3	1%	7%
Cc1cc(CN2CCCCC2)oc1C(=O)O	-2.5	2%	-9%	-3%[57.5 µM]	19%	-1%	x	4%	12%
COCCn1c(=O)[nH]c2cc(C(=O)N3CCN(c4ccc(OC)cc4)CC3)ccc2c1=O	-0.5	-8%	5%	6%	-1%	4%	6	1%	1%
O=C(CCS(=O)(=O)c1ccccc1)Nc1ccc(N2CCN(Cc3ccccc3)CC2)cc1	-4.6	u	17%	-20%	-2%	1%	-9	-27%	u
CCOc1ccc(S(=O)(=O)N2CCC(C(=O)NCc3ccccn3)CC2)cc1Cl	0.7	-8%	6%	-4%	4%	12%	-5	17%	-9%
O=C(Cc1ccsc1)Nc1ccc(S(=O)(=O)C(F)F)cc1	0.5	-2%	10%	i	-20%	19%	0	-4%	u
